# High-throughput results (PubChem)
# IL2 activator: activators of IL-2 | IL-2 activation reporter assay, cell-based qHTS; stimulated with anti-CD3/CD4/CD28 beads; in transgenic mouse T cells | 0.065% of 360,000 active | activation, % (series mostly up to about 46 µM); in the data active = activation above about 50%; inconclusive = mostly about 30% to 49%; also: 0% is about no effect
#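 Quantitative HTS in unstimulated transgenic mouse T cells, with memory T cells as non-tolerant control and PMA/ionomycin as tolerance-bypass control. Compound pretreatment lasted 60 minutes before 18 h bead stimulation; EGFP/DsRed fluorescence read.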
# PI5P4Ka inh: blocks human PI5P4K alpha kinase activity; AID 652105; P48426; max response, %; 1.2% of 330,000 active; PI5P4Kalpha enzyme, ADP-Glo luminescence, 60 min; stronger effect = lower value; active = max response of -50% or lower; inconclusive = between -30% and -50%; inactive = -30% or higher; also: value at the top dose of about 77 µM; % is scaled to controls: 0 for no effect and ±100 for the full control effect
#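 Enzyme plus substrate dispensed, test compounds pinned in, then ATP (5 microM final) added. After 60 min at RT, ADP-Glo reagent 1 for 45 min and reagent 2 for 30 min preceded luminescence imaging.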
# EPAC2 agonist: agonists of human EPAC2 (RAPGEF4); Potency, µM (doses to about 154 µM), for the others: at the top dose activation, actives largely listed as activators; AID 720711; Q8WZA2; EPAC2 activation, biochemical qHTS; response scale: 100% = 6.5 mM cAMP response; 0.079% of 360,000 active; also: potency is read from the fitted curve at half-maximal effect; nearly all actives have a fitted effect of over 50% in size
#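 In this primary screen, activation is scored as increased exchange of BODIPY-GDP from Rap1B by 100 nM EPAC2, with 50 uM GDP as competitor. Signal is normalized to the 6.5 mM cAMP agonist control.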
# CCT chaperon mod: changes cytosolic chaperonin activity; 0.3% of 360,000 active; AID 651819; activity change, % (no concentration beside the values), hits read low; purified chaperonin ATPase assay, HTRF ADP detection, 30 min; in the data active = activity change below about -30%; also: % is scaled to controls: 0 for no effect and ±100 for the full control effect
#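 ATPase activity: ADP formed was measured by HTRF Transcreener (665/615 nm ratio) after 30 min at 37 deg C with 10 uM ATP. Compounds screened at one 76 uM concentration against 40 or 20 nM TRiC in Tris pH 7.4/KCl/MgCl2/DTT buffer.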
# EPAC1 agonist: EPAC1 (human) agonism. EPAC1 agonist qHTS, biochemical assay; response scale: 100% = response to 6.5 mM cAMP. Potency, µM (series often up to 154 µM), for the others: at the top dose activation, usual class: activators. 0.073% of 360,000 active. AID 720707; also: potency is read from the fitted curve at half-maximal effect; nearly all actives have a fitted effect of over 60% in size
# Target sequence (O95398 whole entry, looked up): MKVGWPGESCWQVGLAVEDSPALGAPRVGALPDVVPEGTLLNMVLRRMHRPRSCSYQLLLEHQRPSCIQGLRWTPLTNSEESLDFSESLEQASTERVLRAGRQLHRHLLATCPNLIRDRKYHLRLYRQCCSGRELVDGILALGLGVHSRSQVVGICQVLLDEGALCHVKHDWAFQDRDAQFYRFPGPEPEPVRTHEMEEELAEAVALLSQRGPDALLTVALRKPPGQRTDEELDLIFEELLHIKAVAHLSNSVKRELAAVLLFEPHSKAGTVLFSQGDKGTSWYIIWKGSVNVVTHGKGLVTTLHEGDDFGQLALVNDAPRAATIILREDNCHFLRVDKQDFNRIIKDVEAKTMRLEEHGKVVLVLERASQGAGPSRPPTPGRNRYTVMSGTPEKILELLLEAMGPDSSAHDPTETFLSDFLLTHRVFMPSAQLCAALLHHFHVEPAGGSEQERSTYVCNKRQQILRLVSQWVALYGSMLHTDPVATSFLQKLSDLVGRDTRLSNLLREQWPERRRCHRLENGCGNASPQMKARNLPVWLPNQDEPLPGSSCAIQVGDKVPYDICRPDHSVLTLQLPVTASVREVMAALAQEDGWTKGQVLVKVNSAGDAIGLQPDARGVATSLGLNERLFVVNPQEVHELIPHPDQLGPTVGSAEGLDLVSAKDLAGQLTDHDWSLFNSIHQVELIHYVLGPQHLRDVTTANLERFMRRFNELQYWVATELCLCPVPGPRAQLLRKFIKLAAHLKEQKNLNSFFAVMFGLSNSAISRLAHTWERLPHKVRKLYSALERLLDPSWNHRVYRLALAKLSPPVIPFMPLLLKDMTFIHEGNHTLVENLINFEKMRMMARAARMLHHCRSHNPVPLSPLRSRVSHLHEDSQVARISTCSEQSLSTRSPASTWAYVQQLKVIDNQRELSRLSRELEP
#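 Normalized to 6.5 mM cAMP, activity reflects EPAC1-catalysed release of BODIPY-GDP from Rap1B, followed kinetically over 30 min at 480 nm excitation, 540 nm emission. Reaction contained 100 nM EPAC1, 250 nM Rap1B-BODIPY-GDP, 50 uM GDP.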
# PLK1 PBD block: PLK1 (human) polo-box domain binding inhibition; Plk1 PBD binding of FITC phosphopeptide, fluorescence polarization; Potency, µM, inactives show max response, negative = inhibition, most hits filed as inhibitors; 2.8% of 360,000 active; AID 720504; also: potency is read from the fitted curve at half-maximal effect; series mostly up to about 57 µM; % is scaled to controls: 0 for no effect and ±100 for the full control effect; nearly all actives have a fitted effect of over 65% in size
# WRN inhibitor: blocks human WRN helicase. WRN helicase unwinding, fluorescent forked duplex, kinetic. Potency, µM (series often up to 114 µM), for inactives: top-dose activity change, negative = inhibition, actives largely listed as inhibitors. 0.46% of 360,000 active. AID 651768; also: potency is read from the fitted curve at half-maximal effect; % is scaled to controls: 0 for no effect and ±100 for the full control effect; nearly all actives have a fitted effect of over 55% in size
#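 Screening of the MLSMR collection measured strand separation of a quenched forked DNA duplex (100 nM) by 20 nM WRN with 2 mM ATP, all final. Compounds were preincubated with enzyme 15 min at room temperature.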
# EPAC1 antag: antagonists of human EPAC1 | O95398 | EPAC1 GEF assay, Rap1b-BODIPY-GDP exchange fluorescence | Potency, µM (titrated, usually from 115 µM), for inactives: at the highest dose activity change, negative = inhibition, most hits filed as inhibitors | 0.14% of 360,000 active | AID 720709;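 also: potency is read from the fitted curve at half-maximal effect; plate controls were vehicle for no effect and positive control for full effect; nearly all actives have a fitted effect of over 50% in size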
# Active calls of the source: *; ? = inconclusive; . = not tested or not shown; [ ] = another dose, or the depositor's remark. Unless noted, calls follow the shape of the dose curve; as a rule, active = well fitted curve in the direction sought with a large enough effect; inconclusive = small, poorly fitted or top-dose-only effect, or another doubt; inactive = no such curve, though single readings can be large; an effect the other way counts as inactive or inconclusive.
SMILES,IL2 activator,PI5P4Ka inh,EPAC2 agonist,CCT chaperon mod,EPAC1 agonist,PLK1 PBD block,WRN inhibitor,EPAC1 antag
CCOC(=O)C(C)Oc1cccc2c(=O)n(CC(=O)NCc3ccc4c(c3)OCO4)ccc12 (centres undefined),-5.2,3,0%,-1.3,-10%,-13%,-1%,-21%
COc1cc(C2OCC3C(c4cc(OC)c(OC)c(OC)c4)OCC23)cc(OC)c1OC (centres undefined),1.0,2,9%,-0.1,-4%,1%,0%,3%
C=CCN1C(=O)C(Cc2ccc(C)cc2)S/C1=N/N=C/c1ccco1 (centres undefined),2.5,.,16%,1.6,11%,1%,123%[activator][57.1 µM],5%
O=C(N/N=C/c1ccc(O)cc1)/C(=C/c1ccccc1)CCO,-1.7,1,9%,0.1,-6%,?,-11%,-20%
Cc1cc(NC(=O)CSc2nccn2-c2ccc([N+](=O)[O-])cc2)no1,2.4,0,7%,0.7,9%,-2%,0%,-2%
C/C(=C(/CCO)SSCC1CCCO1)N(C=O)Cc1cnc(C)nc1N (centres undefined),-0.3,3,-4%,0.3,-6%,2%,1%,6%
CCC(C)(C)C(=O)Nc1ccc(OC)cc1[N+](=O)[O-],-2.2,.,11%,-3.4,6%,-9%,-6%,1%
C[C@H](CO)N1C[C@H](C)[C@H](CN(C)S(C)(=O)=O)Oc2c(cccc2N(C)C)C1=O,-0.1,2,4%,-2.9,-2%,-15%,4%,-3%
CCOC(=O)c1ccc(NC(=O)C(C)NS(=O)(=O)c2ccc(OC)cc2)cc1 (centres undefined),-2.6,.,9%,-1.1,3%,-27%,-1%,6%
Cc1cc(OCc2cc(C(=O)NCCN3CCCCC3CO)no2)cc(C)c1Cl (centres undefined),-3.5,12,2%,-2.2,-1%,0%,6%,-26%
COC(=O)c1ccccc1S(=O)(=O)N1CCC(NC(=O)C(Cc2cccc(OC)c2OC)NC(C)=O)CC1 (centres undefined),0.9,-9,1%,0.8,4%,7%,-4%,14%
Cc1nn(-c2cccc(Cl)c2)c(Cl)c1/C=N/NC(=O)c1cccs1,-4.0,-2,6%,-4.8,-2%,-11%,4%,1%
CC(C)Nc1cc(N2CCCC2)ccc1[N+](=O)[O-],-3.2,.,-7%,-1.9,-20%,0%,-4%,8%
COc1cc2c(C(=O)NCCN(C)C)cn(CC(C)C)c(=O)c2cc1OC,2.0,2,-1%,0.7,3%,-4%,3%,-3%
CCN(CC)C1CCN(C(=O)c2ccc(OC3CCN(Cc4ccccn4)CC3)cc2)C1 (centres undefined),-0.8,1,7%,0.0,6%,-6%,0%[57.1 µM],15%
Cc1nnc(SCc2ccc(F)cc2)n1NC/C=C/c1ccccc1,-0.7,-1,3%,1.4,-1%,-1%,-2%,-10%
COC(=O)c1[nH]c2cccc(OC)c2c1NC(=O)CCN1CCSCC1,-1.4,-2,5%,0.5,-1%,-2%,7%,2%
CCOC(=O)N1CCN(S(=O)(=O)c2ccc(C(=O)Nc3sc4c(c3C(N)=O)CC(C)(C)NC4(C)C)cc2)CC1,-2.2,0,-7%,-2.4,-12%,-3%,-4%[57.1 µM],-21%
CN(c1ccccc1C(=O)N1CCOCC1)S(C)(=O)=O,-4.1,-8,6%,4.6,2%,-5%,-13%,5%
O=C(CC(C(=O)N1CCc2ccccc21)n1ccnc1)N1CCc2ccccc2C1 (centres undefined),-0.3,.,9%,-0.4,12%,-21%,6%,1%
CCc1nc2c(OCCn3cccc3)cccn2c1N(C)C(=O)c1ccc(OC)cc1,0.8,4,-2%,-0.7,-8%,-3%,-8%,-4%
O=C(CN1C(=O)c2ccccc2C1=O)Nc1sc2c(c1C(=O)NCc1ccco1)CCCC2,-0.2,-9,6%,-0.6,6%,-12%,-9%,-3%
Cc1cc2c(c(C)c1CCO[C@@H]1O[C@H](CO)[C@@H](O)[C@H](O)[C@H]1O)C(=O)[C@@H](C)[C@@H]2O,-0.2,-2,3%,-1.8,2%,-5%,11%,-5%
Cn1c(SCC(=O)Nc2ccccc2)nc2c([nH]c3ccccc32)c1=O,-2.8,13,-3%,0.1,3%,-1%,-3%,-3%
C/C(=N/NC(=O)c1ccncc1)c1ccc(NC(=O)c2ccccc2)cc1,-0.9,-10,16%,-0.2,4%,-19%,8%,-5%
Cc1cc(NS(=O)(=O)c2ccc(NC(=O)COc3ccc(Br)cc3)cc2)nc(C)n1,-2.8,-54*,-6%,0.6,8%,2.7µM*,-9%,-8%
CCOc1ccc(NC(=O)CN2C(=O)NC3(CCCCCC3)C2=O)cc1,0.3,-2,-5%,0.1,-2%,7%,9%,-4%
COc1cccc(N2C(=O)Nc3ccccc3C2(O)C(=O)NCc2ccc3c(c2)OCO3)c1 (centres undefined),0.2,2,-10%,-0.5,2%,-2%,15%,-1%
COC(=O)c1sc(NC(C)=O)c(C(=O)OC)c1C,-1.9,7,5%,-0.1,-11%,-27%,-13%,12%
COc1ccc(Cl)cc1NC(=S)N(Cc1cccnc1)Cc1ccco1,-0.6,7,11%,-4.0,3%,-15%,-3%,-15%

# Part of the list above, tab-delimited.
structure	IL2 activator	PI5P4Ka inh	EPAC2 agonist	CCT chaperon mod	EPAC1 agonist	PLK1 PBD block	WRN inhibitor	EPAC1 antag
CN(c1ccccc1C(=O)N1CCOCC1)S(C)(=O)=O	-4.1	-8	6%	4.6	2%	-5%	-13%	5%
COC(=O)c1sc(NC(C)=O)c(C(=O)OC)c1C	-1.9	7	5%	-0.1	-11%	-27%	-13%	12%
CCc1nc2c(OCCn3cccc3)cccn2c1N(C)C(=O)c1ccc(OC)cc1	0.8	4	-2%	-0.7	-8%	-3%	-8%	-4%

# Further compounds
SMILES,IL2 activator,PI5P4Ka inh,EPAC2 agonist,CCT chaperon mod,EPAC1 agonist,PLK1 PBD block,WRN inhibitor,EPAC1 antag
COCCn1c(N)c(Sc2ccccc2[N+](=O)[O-])c(=O)[nH]c1=O,-0.9,1,-3%,1.3,-8%,-11%,-2%,15%
Cc1ccc(-c2nnc(N3CCOCC3)c3ccccc23)cc1S(=O)(=O)NCC1CCCO1 (centres undefined),0.8,0,-4%,1.6,-4%,-13%,-18%,7%
CCCCN(C)CCCNC(=O)C1CCC(CNS(=O)(=O)c2c(C)cc(C)cc2C)CC1 (centres undefined),-0.3,10,-1%,0.1,7%,21µM*,-3%,-17%
CCCn1c(=O)[nH]c(=O)c2c1nc(-c1ccc(OC(F)F)c(OC)c1)n2CCOC,-0.9,-4,6%,-12,3%,-7%,-3%,-3%
NC(=O)c1nsc(C(=O)N(c2cccc(F)c2)C(C(=O)NCC2CCCO2)c2c[nH]c3ccccc23)c1N (centres undefined),-0.1,-1,5%,-0.3,-3%,-9%,5%,-16%
C=CCOc1c(Br)cc(CNc2ccc(NC(=O)CCC)cc2)cc1OCC,-0.4,-4,2%,-1.5,6%,0%,-8%,-6%
CC(=O)c1cccc(NC(=O)Cn2nc(-c3ccc(Cl)cc3)ccc2=O)c1,0.2,1,5%,-1.1,-2%,-15%,1%,-11%
CN1CCN(c2ccccc2NC(=S)NC(=O)c2cc3ccccc3o2)CC1,-2.9,4,2%,1.5,16%,3%,6%,-17%
Cc1ccc(OCC(=O)Nc2ccc3c(c2)OCO3)cc1C,-0.5,0,-7%,0.0,0%,-4%,1%,-24%
O=C(NCCOc1ccccc1)C1CCC(=O)N(CCCN2CCOCC2)C1 (centres undefined),-2.1,-5,4%,-2.6,-13%,-2%,-18%,6%
COc1ccccc1-n1c(-c2ccc(F)cc2)coc1=O,-1.8,22,2%,-4.4,-6%,5%,-2%,-13%
CCOC(=O)Cc1nnc(Nc2cccc(C)c2)c2ccccc12,0.3,0,1%,0.2,6%,-6%,-3%,0%
CCC(C)NC(=O)CNC(=O)c1nn(-c2ccc(OC)cc2)c(=O)c2ccccc12 (centres undefined),0.2,4,9%,-3.8,-6%,-3%,-7%,-15%
Cc1cc(C)c(S(=O)(=O)c2cc(F)ccc2C)c(=O)[nH]1,3.3,2,5%,-1.1,-2%,-4%,-6%[57.1 µM],-11%
c1csc(C2=Nn3c(nnc3-c3ccncc3)SC2)c1,0.8,-27,26%,-1.8,-5%,27µM*,-9%,9%
COc1ccc(C(=O)COC(=O)c2ccc3ccccc3n2)cc1,0.8,-4,3%,-3.2,7%,?,-14%,4%
CC1C(=O)C(C)C(c2ccccc2F)NC1c1ccccc1F (centres undefined),1.0,4,8%,0.2,-3%,-1%,5%,-1%
CCN1CCc2c(sc(NC(=O)c3ccc(S(=O)(=O)N(CC)c4ccccc4)cc3)c2C(N)=O)C1,?,-7,-124%[inhibitor],-3.9,24%,-4%,-4%,?
COc1cc(CCCN2C(N)=NC[C@@H]2Cc2ccccc2)cc(OC)c1OC,0.2,-1,-7%,-0.2,-7%,3%,-1%,-1%
CCN(CC)c1nc2n(c(=O)n1)CCN2CC,-3.1,-3,0%,1.4,-9%,1%,9%,10%
O=[N+]([O-])c1ccc(OCCO)c(P(=O)(c2ccccc2)c2ccccc2)c1,1.6,1,3%,-0.4,1%,1%,-1%,11%
O=C(Cc1ccccc1)Nc1ccc(C(=O)Nc2ccc(O)cc2)cc1,0.1,0,-3%,-2.3,6%,0%,-12%,-9%
CCC(=O)NC(NC(=S)Nc1c(C)n(C)n(-c2ccccc2)c1=O)C(Cl)(Cl)Cl (centres undefined),-0.4,2,14%,-5.6,12%,-9%,6%,-5%
CS(=O)(=O)c1cnc(-c2ccccc2)nc1Oc1ccc(Cl)cc1,-0.2,21,-14%,-2.5,0%,-4%,9%,-4%
COc1ccc(-n2nc(C(=O)NCC(=O)Nc3cc(OC)c(OC)c(OC)c3)c3ccccc3c2=O)cc1Cl,-1.0,-6,-2%,1.6,-12%,0%,-1%[57.1 µM],-30%
O=C(Nc1ccc(Oc2ccccc2)nc1)C1CCCCN1Cc1ccc(OCCO)cc1 (centres undefined),-0.7,0,14%,-2.0,-1%,-4%,0%,?
COc1cc(NC(=O)Cc2ccc(OC)c(S(=O)(=O)N3CCOCC3)c2)c(OC)cc1Cl,-2.5,2,5%,1.0,5%,?,-9%,-18%
CCC(C)(C)NC(=O)C(c1cccn1C)N(C(=O)Cn1nnc2ccccc21)c1ccc(NC(C)=O)cc1 (centres undefined),-0.5,-6,-7%,-0.8,-5%,3%,3%,7%
COC(=O)c1ccc(C(=O)OC)c(NC(=S)N2CCCC(CO)C2)c1 (centres undefined),-1.2,2,-9%,-1.8,-1%,-8%,1%,-9%

# Some of the compounds tested; rates above refer to the full screens.
